High-throughput results from PubChem BioAssay.
3T3 cytotox: kills NIH 3T3 cells; hit rate 4.3% among 94,000; Potency, µM (series often up to 96.7 µM), without a hit: top-dose activity change, negative = cytotoxicity, usual class: inhibitors; NIH 3T3 viability, CellTiter-Glo ATP luminescence, 48-72 h; note: potency is the fitted concentration of half-maximal effect; nearly all actives have a fitted effect of over 55% in size
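Luminescent ATP readout (CellTiter-Glo, 10 min RT) after 48 or 72 hr compound exposure of NIH 3T3 cells seeded at 400 cells/well in 1536-well format; quantitative HTS.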
IP6K1 inhibitor: inhibitors of human IP6K1 | AID 1645851 | hit rate 0.81% among 140,000 | Q92551 | IP6K1 kinase, ADP-Glo luminescence, 2 h; active compounds read low | activity change, % (series mostly up to about 58 µM); in the data active = activity change below about -25%
Target sequence (Q92551 whole entry, looked up): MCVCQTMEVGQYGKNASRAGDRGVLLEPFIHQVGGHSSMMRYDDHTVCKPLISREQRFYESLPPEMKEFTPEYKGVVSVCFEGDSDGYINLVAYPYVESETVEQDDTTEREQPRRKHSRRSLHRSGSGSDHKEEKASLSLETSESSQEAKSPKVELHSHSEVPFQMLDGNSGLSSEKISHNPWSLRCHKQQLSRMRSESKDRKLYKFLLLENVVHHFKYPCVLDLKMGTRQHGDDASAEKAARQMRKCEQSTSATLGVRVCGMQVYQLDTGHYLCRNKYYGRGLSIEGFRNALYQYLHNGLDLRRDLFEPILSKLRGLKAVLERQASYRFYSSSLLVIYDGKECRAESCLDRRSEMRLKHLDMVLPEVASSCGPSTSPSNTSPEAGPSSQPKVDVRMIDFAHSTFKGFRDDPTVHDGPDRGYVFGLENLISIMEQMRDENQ
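ADP-Glo luminescence measures ADP made by human IP6K1 during a 2 h RT reaction with ATP/IP6 (mix at 1.3 mM/130 uM); top library doses 57.5 and 19.1 uM final.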
FLuc inh: inhibitors of firefly (Photinus pyralis) luciferase | P08659 | purified P. pyralis luciferase, luminescence, biochemical | Potency, µM (series often up to 115 µM), for the others: at the highest dose activity change, negative = inhibition, usual class: inhibitors | hit rate 2.5% among 76,000 | AID 1347043; note: potency is the fitted concentration of half-maximal effect; nearly all actives have a fitted effect of over 65% in size
Target sequence (P08659 whole entry, looked up): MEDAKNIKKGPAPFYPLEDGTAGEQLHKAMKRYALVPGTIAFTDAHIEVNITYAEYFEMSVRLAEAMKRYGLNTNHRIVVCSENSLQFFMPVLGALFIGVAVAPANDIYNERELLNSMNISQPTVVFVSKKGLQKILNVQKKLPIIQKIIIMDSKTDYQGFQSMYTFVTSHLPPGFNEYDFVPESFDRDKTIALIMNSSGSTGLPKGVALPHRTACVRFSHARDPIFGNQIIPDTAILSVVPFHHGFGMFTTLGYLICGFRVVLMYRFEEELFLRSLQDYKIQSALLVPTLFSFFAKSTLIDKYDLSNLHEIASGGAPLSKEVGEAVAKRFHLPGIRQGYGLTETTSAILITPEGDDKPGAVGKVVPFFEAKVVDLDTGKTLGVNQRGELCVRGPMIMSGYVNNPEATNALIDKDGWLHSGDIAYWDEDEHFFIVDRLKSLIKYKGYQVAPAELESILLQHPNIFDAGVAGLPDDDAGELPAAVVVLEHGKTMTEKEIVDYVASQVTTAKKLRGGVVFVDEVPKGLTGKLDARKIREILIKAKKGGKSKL
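Luminescence read by CCD imager after adding enzyme (10nM final) to wells holding compound, titrated in qHTS. Substrates 10uM each D-luciferin and ATP; buffer 50mM Tris acetate pH 7.5, 10mM Mg acetate, Tween-20, BSA.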
HEK cytotox: cytotoxic compounds in HEK 293 cells. Potency, µM (highest dose often 115 µM), for inactives: at the highest dose activity change, negative = cytotoxicity, hits mostly inhibitors. HEK 293 viability, ATP luminescence (CellTiter-Glo), 48-72 h. hit rate 6.6% among 94,000; note: potency is the fitted concentration of half-maximal effect; nearly all actives have a fitted effect of over 60% in size
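Pintool-delivered compounds were incubated with HEK 293 cells (250 cells/well) at 37 degree Celsius for 48 or 72 hr. ATP-dependent luminescence (CellTiter-Glo) then reported remaining viable cells.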
SNCA expr inh: SNCA gene expression inhibition | Potency, µM (top dose mostly 57.2 µM), inactives show at the highest dose activity change, negative = inhibition, usual class: inhibitors | AID 1671194 | hit rate 0.17% among 140,000 | HEK-293 SNCA-luciferase knock-in, luminescence, 24 h;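 note: potency is the fitted concentration of half-maximal effect; plate controls were DMSO cells for no effect and cell-free wells for full effect; nearly all actives have a fitted effect of over 45% in size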
GPT2 inh: inhibitors of human GPT2 alanine aminotransferase. Recombinant GPT2, coupled pyruvate oxidase/HRP Amplex Red fluorescence. Potency, µM (series often up to 57.7 µM), for the others: at the highest dose activity change, negative = inhibition, hits mostly inhibitors. hit rate 0.25% among 100,000. Q8TD30; note: potency is the fitted concentration of half-maximal effect; nearly all actives have a fitted effect of over 60% in size; many of its hits are not listed in these tables
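Inhibition is scored from Amplex Red fluorescence generated when pyruvate oxidase and HRP act on pyruvate released by GPT2. Reactions contain 10ng/uL enzyme, 250uM a-KG and 2mM L-alanine and run 30 min at room temperature.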
SNCA viab count: cell viability loss counter-screen; Potency, µM (titrated, usually from 57.1 µM), without a hit: at the top dose activity change, negative = cytotoxicity, actives largely listed as cytotoxic; HEK-293-SNCA-luc viability, GF-AFC fluorescence, 24 h; hit rate 0.12% among 150,000; AID 1671193;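 note: potency is the fitted concentration of half-maximal effect; 0% = DMSO-treated cells and -100% = medium-only wells without cells; nearly all actives have a fitted effect of over 30% in size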
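HEK-293-SNCA-luc cells (1500/well) plated 24 h, then exposed 24 h to a dilution series; GF-AFC added 30 min at 37C, fluorescence 405/540 nm; normalised to medium-only and DMSO wells, Hill fit.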
Active calls of the source: *; [ ] = remark or other dose. Unless noted, calls come from the whole dose curve; as a rule, active = well fitted curve in the direction sought with a large enough effect; inconclusive = small, poorly fitted or top-dose-only effect, or another doubt; inactive = no such curve, though single readings can be large; an effect the other way counts as inactive or inconclusive. Unless noted, % is set by controls: 0 for no effect and ±100 for the full control effect. Some of the compounds tested; rates above refer to the full screens.

CCn1c2ccccc2c2cc(CN3CCN(Cc4cc(OC)c(O)c(OC)c4)CC3)ccc21 was read as IP6K1 inhibitor -19.8, SNCA expr inh 24.5% and SNCA viab count inconclusive.
For CCOC(=O)c1ccc(CN(Cc2ccc(Cl)cc2Cl)S(=O)(=O)c2cccc(Cl)c2)cc1 the results were IP6K1 inhibitor 4.1, SNCA expr inh -16.9% and SNCA viab count 9.9%.
CN1C[C@@H]2CCCN3CCC[C@@H]([C@H]23)[C@H]1CCCC(=O)NCCc1nc2ccccc2n1C was read as 3T3 cytotox -29.7%, IP6K1 inhibitor -11.9, FLuc inh 11.7%, HEK cytotox -18.4%, SNCA expr inh 18.3%, GPT2 inh -11.5% and SNCA viab count 6.9%.
`Cc1ccc(-n2nc3c(=O)n(C(C)C(=O)O)nc(C)c3c2C)cc1` (stereo unspecified) gave IP6K1 inhibitor -16.6, SNCA expr inh 24.6% and SNCA viab count -8.2%.
COCC(=O)NC[C@H]1OC[C@@H](NC(C)C)[C@@H]1O was read as 3T3 cytotox inactive, IP6K1 inhibitor 7.9, FLuc inh -2.6%[230 µM], HEK cytotox 4.9%[230 µM], SNCA expr inh -7.0%[87.6 µM], GPT2 inh 1.7%[88.5 µM] and SNCA viab count 3.9%[87.6 µM].
`CC(=O)N1CCC(Cc2ncc(C)n2Cc2ccccc2)C1` (stereo unspecified) gave 3T3 cytotox 1.2%, IP6K1 inhibitor -5.4, FLuc inh 9.6%, HEK cytotox inactive, SNCA expr inh -7.9%, GPT2 inh -10.5% and SNCA viab count 5.1%.
`CC(=O)Nc1nonc1-c1nnc(SCc2ccccc2F)n1C` gave IP6K1 inhibitor 5.3, SNCA expr inh 30.0% and SNCA viab count 6.2%.
`Cc1ccccc1Oc1ncccc1CNCc1cc2c(cc1Cl)OCO2` gave 3T3 cytotox -28.3%, IP6K1 inhibitor -9.3, FLuc inh 11.4%, HEK cytotox -24.6%, SNCA expr inh 18.4%, GPT2 inh -2.5% and SNCA viab count 10.8%.
O=C(NC1CCN(c2cc(-c3ccc(F)cc3)[nH]n2)C1)c1ccc2cc[nH]c2c1 (stereo unspecified) was read as 3T3 cytotox inconclusive, IP6K1 inhibitor 13.0, FLuc inh -16.0%, HEK cytotox inconclusive, SNCA expr inh -27.5%, GPT2 inh inactive and SNCA viab count -7.3%.
COCCCNC(=O)CN1C(=O)c2c(c3ccccc3n2C)C1c1ccc(OC)cc1 (stereo unspecified) was read as IP6K1 inhibitor 13.0, SNCA expr inh 1.4% and SNCA viab count -17.1%.
Cc1nn(-c2ccccc2)c2c1C(C)N(C1CCCN([S+](=O)([O-])c3cccc(C(F)(F)F)c3)C1)C2=O (stereo unspecified) was read as 3T3 cytotox -29.1%, IP6K1 inhibitor -5.6 and HEK cytotox inconclusive.
Screening COC[C@@]12CN(Cc3ccc(C(=O)O)cc3)C[C@@H]1C(C)(C)COc1ccc(OC)cc12 returned 3T3 cytotox inconclusive, IP6K1 inhibitor -4.0 and HEK cytotox -24.6%.

Of the compounds above, 5 have a halogen.
For CCOC(=O)c1ccc(CN(Cc2ccc(Cl)cc2Cl)S(=O)(=O)c2cccc(Cl)c2)cc1 the results were IP6K1 inhibitor 4.1, SNCA expr inh -16.9% and SNCA viab count 9.9%.
`CC(=O)Nc1nonc1-c1nnc(SCc2ccccc2F)n1C` gave IP6K1 inhibitor 5.3, SNCA expr inh 30.0% and SNCA viab count 6.2%.
`Cc1ccccc1Oc1ncccc1CNCc1cc2c(cc1Cl)OCO2` gave 3T3 cytotox -28.3%, IP6K1 inhibitor -9.3, FLuc inh 11.4%, HEK cytotox -24.6%, SNCA expr inh 18.4%, GPT2 inh -2.5% and SNCA viab count 10.8%.
O=C(NC1CCN(c2cc(-c3ccc(F)cc3)[nH]n2)C1)c1ccc2cc[nH]c2c1 (stereo unspecified) was read as 3T3 cytotox inconclusive, IP6K1 inhibitor 13.0, FLuc inh -16.0%, HEK cytotox inconclusive, SNCA expr inh -27.5%, GPT2 inh inactive and SNCA viab count -7.3%.
Cc1nn(-c2ccccc2)c2c1C(C)N(C1CCCN([S+](=O)([O-])c3cccc(C(F)(F)F)c3)C1)C2=O (stereo unspecified) was read as 3T3 cytotox -29.1%, IP6K1 inhibitor -5.6 and HEK cytotox inconclusive.

(cont.)
Screening O=C(NCC1(COc2cccnc2)C[C@@H](O)[C@@H](O)C1)c1ccc(F)cc1 (stereo partly specified) returned 3T3 cytotox inactive, IP6K1 inhibitor -1.8, FLuc inh -6.3%[172 µM], HEK cytotox inactive, SNCA expr inh 6.4%[87.6 µM], GPT2 inh -16.1%[88.5 µM] and SNCA viab count 0.6%[87.6 µM].
CCN(CC)Cc1nc(C2(O)CCN(C3CCC3)CC2)cs1 was read as 3T3 cytotox -15.7%[174 µM], IP6K1 inhibitor 8.4, FLuc inh 1.5%[172 µM], HEK cytotox inconclusive, SNCA expr inh inconclusive, GPT2 inh inactive and SNCA viab count -16.2%[87.6 µM].
For O=C(Nc1ccc2c(c1)OCO2)c1cccc2c1CCN2C(=O)Nc1ccc(F)cc1 the results were 3T3 cytotox -27.7%, IP6K1 inhibitor -9.0, FLuc inh 0.708µM*, HEK cytotox inconclusive, SNCA expr inh -69.1%, GPT2 inh inactive and SNCA viab count -9.8%.
For O=C(CCC[C@@H]1[C@H]2CCCN3CCC[C@@H](CN1C(=O)c1cc(F)cc(F)c1)[C@@H]23)NCc1ccccc1 the results were 3T3 cytotox -1.8%, IP6K1 inhibitor -11.3, FLuc inh 8.1%, HEK cytotox inconclusive, SNCA expr inh 21.7%, GPT2 inh 4.2% and SNCA viab count 6.8%.
Screening O=C(NCc1cccnc1)c1nc2cccnc2n(C2CC2)c1=O returned 3T3 cytotox -8.3%[138 µM], IP6K1 inhibitor 7.9, HEK cytotox 1.1%[172 µM], SNCA expr inh -1.1%[87.6 µM], GPT2 inh inactive and SNCA viab count 2.7%[87.6 µM].
Cc1[nH]c2ccc(Br)cc2c1CCNC(=O)c1cc2ccccc2oc1=O was read as IP6K1 inhibitor 5.1, SNCA expr inh 18.4% and SNCA viab count -3.1%.
COCC1CN(C)CC12CCN(Cc1cc(Br)ccc1F)CC2 (stereo unspecified) was read as 3T3 cytotox inconclusive, IP6K1 inhibitor 2.1, FLuc inh -14.2%, HEK cytotox inconclusive, SNCA expr inh -4.8%, GPT2 inh -10.5% and SNCA viab count -26.1%.
Screening O=C1Nc2ccccc2CN(CC2CCOCC2)C12CCNCC2 returned 3T3 cytotox 4.0%, IP6K1 inhibitor -13.4, HEK cytotox inactive, SNCA expr inh 18.9%, GPT2 inh inactive and SNCA viab count -2.3%.
For Cc1ncsc1CN1CC(N(C2CCOCC2)S(C)(=O)=O)C1 the results were 3T3 cytotox -17.5%, IP6K1 inhibitor -12.3, FLuc inh 0.0%, HEK cytotox inactive, SNCA expr inh -19.6%, GPT2 inh -17.6% and SNCA viab count 2.7%.
For COCCOC1CCN(C(=O)C2(c3ccccc3)CC2)CC1 the results were 3T3 cytotox inactive, IP6K1 inhibitor -0.9, FLuc inh -5.5%, HEK cytotox 1.1%, SNCA expr inh inconclusive, GPT2 inh -3.3% and SNCA viab count -9.5%[12.5 µM].
COc1cc(OC)c(CN2CCCCCC2c2ccco2)c(OC)c1 (stereo unspecified) was read as 3T3 cytotox inconclusive, IP6K1 inhibitor -1.6, FLuc inh 1.6%, HEK cytotox inconclusive, SNCA expr inh -27.7%, GPT2 inh 2.1% and SNCA viab count -7.4%.
Screening COc1ccc(Nc2ncnc3c2cnn3-c2cc(Cl)ccc2C)cc1OC returned IP6K1 inhibitor 12.6, SNCA expr inh 18.8% and SNCA viab count 3.6%.
CN(C(=O)CSc1nc2ccccc2n1Cc1cccc(C(F)(F)F)c1)c1ccccc1 was read as IP6K1 inhibitor 16.0, SNCA expr inh -9.0% and SNCA viab count -0.5%.
For COc1ccccc1Nc1cnc2ccc(-c3ccc(F)cc3)nn12 the results were 3T3 cytotox inconclusive, IP6K1 inhibitor -6.6, FLuc inh 6.0%[172 µM], HEK cytotox 70.8µM*, SNCA expr inh inconclusive, GPT2 inh 4.3%[88.5 µM] and SNCA viab count -17.0%[87.6 µM].
CO[C@H]1[C@H](NC(=O)Cc2cccc(C)c2)c2ccccc2C12CCNCC2 was read as 3T3 cytotox -0.4%, IP6K1 inhibitor 8.1, FLuc inh 11.7%, HEK cytotox -16.3%, SNCA expr inh 8.5%, GPT2 inh -5.5% and SNCA viab count -9.1%.
For COc1ccc(S(=O)(=O)N2CC(c3nc(Cc4cccnc4)no3)C2)cc1 the results were 3T3 cytotox -23.2%, IP6K1 inhibitor 11.9, HEK cytotox inconclusive, SNCA expr inh -0.6%, GPT2 inh 4.7% and SNCA viab count 11.6%.
Screening CCC1CN(C(=O)c2ccc3nc(-c4ccccc4)cn3c2)CCN1C(C)C (stereo unspecified) returned 3T3 cytotox 1.1%, IP6K1 inhibitor 5.2, FLuc inh inconclusive, HEK cytotox inconclusive, SNCA expr inh 14.2%, GPT2 inh 2.9% and SNCA viab count 2.9%.
O=C1Nc2ccc(-c3ccc(Cl)cc3)cc2C(=O)N2CCN(C(=O)c3ccccc3)C[C@H]12 was read as 3T3 cytotox inconclusive, IP6K1 inhibitor -1.0, FLuc inh -8.3%, HEK cytotox inconclusive, SNCA expr inh -15.7%, GPT2 inh -23.8% and SNCA viab count -10.1%.
CCc1cccc(NC(=O)Cn2c(=O)n(CCC(=O)NCc3ccccc3Cl)c(=O)c3sccc32)c1 was read as IP6K1 inhibitor 30.5, SNCA expr inh 3.1% and SNCA viab count -2.1%.
Screening COc1ccc(-c2noc(-c3cccn3CC(=O)Nc3cc(C)ccc3C)n2)cc1F returned 3T3 cytotox -3.2%, IP6K1 inhibitor 32.1, FLuc inh 16.5%, HEK cytotox 10.3%, SNCA expr inh -15.4%, GPT2 inh -4.8% and SNCA viab count 1.9%.
Screening Cc1cccc(-n2ncc3c(Nc4ccc(C)c(Cl)c4)ncnc32)c1 returned IP6K1 inhibitor 19.1, SNCA expr inh 83.4%[activator] and SNCA viab count -7.9%.
COc1cc(OC)c(NS(=O)(=O)c2c(C(=O)N3CCCCCC3)c(C)n(C)c2C)cc1Cl was read as IP6K1 inhibitor -9.5, SNCA expr inh 1.6% and SNCA viab count -11.5%.
Cc1ccc(S(=O)(=O)N(C)CC2CCOC2)cc1F (stereo unspecified) was read as 3T3 cytotox -29.9%, IP6K1 inhibitor 22.5, FLuc inh -9.5%, HEK cytotox -0.1%, SNCA expr inh 19.5%, GPT2 inh 0.6% and SNCA viab count 2.5%.
Screening O=C(NCCCc1ccccc1)C1CCCN1Cc1ccc(-c2cncnc2)cc1 (stereo unspecified) returned 3T3 cytotox -39.3%, IP6K1 inhibitor 3.9, HEK cytotox inconclusive, SNCA expr inh -12.7%, GPT2 inh inactive and SNCA viab count 1.3%.
